Screening results deposited in PubChem by National Center for Advancing Translational Sciences (NCATS).
TSG101-PTAP inh: qHTS Validation Assay for Inhibitors of HIV-1 Budding by Blocking the Interaction of PTAP/TSG101: Sytravon Library Screen; Tumor susceptibility gene 101 protein (Homo sapiens), Q99816; Fluorescence polarization, FITC-PTAP peptide/Tsg101, 20 min; Potency, µM (titrated, usually from 115 µM), inactives show at the top dose activity change, negative = inhibition, usual class: inhibitors; 44,000 tested, under 10 active; also: potency is read from the fitted curve at half-maximal effect; 0% is about no effect
Target sequence (Q99816 whole entry, looked up): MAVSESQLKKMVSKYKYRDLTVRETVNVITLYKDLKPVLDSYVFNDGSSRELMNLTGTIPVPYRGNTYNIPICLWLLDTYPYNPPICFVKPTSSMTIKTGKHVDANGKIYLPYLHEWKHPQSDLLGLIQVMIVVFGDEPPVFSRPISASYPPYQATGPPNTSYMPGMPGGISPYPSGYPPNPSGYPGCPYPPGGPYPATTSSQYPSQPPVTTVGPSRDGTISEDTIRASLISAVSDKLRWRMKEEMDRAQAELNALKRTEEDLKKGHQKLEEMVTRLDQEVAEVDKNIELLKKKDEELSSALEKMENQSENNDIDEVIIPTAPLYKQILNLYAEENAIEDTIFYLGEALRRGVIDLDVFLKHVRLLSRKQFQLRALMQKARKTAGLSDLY
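Read-out is FITC fluorescence polarization. Compounds were added to Tsg101 binding domain (10 uM final), then FITC-PTAP peptide (50 nM final), 20 min at r.t. Total S+P intensity flags fluorescent compounds.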
B2AR arrestin ag: qHTS assay of beta-arrestin-biased ligands of beta2-adrenergic receptor: NCGC Sytravon Library Screen. Beta-2 adrenergic receptor (Homo sapiens), P07550. HTLA Tango cells, beta-arrestin recruitment, luciferase luminescence, 18 h. Potency, µM (series often up to 46.1 µM), without a hit: at the highest dose activation, actives largely listed as activators. 44,000 tested, under 10 active. AID 1347077, 2019;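 also: potency is read from the fitted curve at half-maximal effect; 0% = DMSO and full agonism = EC100 isoproterenol or metaproterenol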
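Receptor–beta-arrestin recruitment read by tTA-responsive luciferase: compound titrations (up to 46 µM) incubated 18 h with Tango cells, then luminescent substrate 15 min at room temperature. Concentration-response fits classified by r2, efficacy and activity.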
GALK inhibitor: qHTS Assay for Inhibitors of Human Galactokinase (GALK): NCGC Sytravon Library Screen | 44,000 tested, under 10 active | AID 1347072, 2019 | Potency, µM (doses to about 57.5 µM), for the others: top-dose activity, negative = inhibition, most hits filed as inhibitors | recombinant GALK, Kinase-Glo ATP luminescence, 1 h;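 also: plate controls were full GALK reaction for no effect and reaction lacking GALK for full effect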
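Reactions with and without enzyme served as controls. GALK at 5 nM phosphorylates 100 uM galactose using 35 uM ATP (HEPES pH 8.0, Mg2+) for 1 h at RT, with luminescence read 10 min after adding Kinase-Glo Plus.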
p53null 32C tox: qHTS Screen for Compounds that Selectively Target Cancer Cells with p53 Mutations: Cytotoxicity of p53 Null Cells at the Permissive Temperature | AID 903, 2007 | H1299-neo p53 null cells, ATP luminescence, 24 h, 32C | 55,000 tested, 0.62% active | Potency, µM (highest dose often 46.1 µM), for the others: top-dose activity change, negative = cytotoxicity, most hits filed as cytotoxic;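 also: potency is read from the fitted curve at half-maximal effect; 0% = DMSO only and -100% = full killing by 100 µM tamoxifen; nearly all actives have a fitted effect of over 55% in size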
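ATP-content luminescence in p53-null H1299-neo cells after 24 h compound exposure (up to 46 uM) at 32C permissive temperature; 0% and 100% killing set by DMSO and 100 uM tamoxifen; Hill-equation AC50.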
NTMT1 inh: Primary qHTS for Inhibitors of N-terminal methyltransferase 1 (NTMT1): MTaseGlo Assay. NTMT1 MTase-Glo SAH luminescence, purified enzyme. N-terminal Xaa-Pro-Lys N-methyltransferase 1 (Homo sapiens), Q9BV86. Potency, µM (doses to about 114 µM), for inactives: top-dose activity change, negative = inhibition, hits mostly inhibitors. AID 1645870, 2021. 59,000 tested, 2.5% active;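 also: potency is read from the fitted curve at half-maximal effect; plate controls were DMSO vehicle for no effect and no enzyme for full effect; nearly all actives have a fitted effect of over 65% in size; many of its hits are not listed in these tables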
FH mod: Identification of activators of human fumarate hydratase by quantitative high-throughput screening; Potency, µM (titrated, usually from 79.9 µM), for the others: at the top dose activity change, negative = inhibition, most hits filed as inhibitors; FH coupled MDH/diaphorase resazurin fluorescence, 15 min; 54,000 tested, 0.22% active; also: potency is read from the fitted curve at half-maximal effect; % is scaled to controls: 0 for no effect and ±100 for the full control effect; the screen sought activators but most active calls are inhibition curves; nearly all actives have a fitted effect of over 45% in size
Target sequence (P07954 whole entry, looked up): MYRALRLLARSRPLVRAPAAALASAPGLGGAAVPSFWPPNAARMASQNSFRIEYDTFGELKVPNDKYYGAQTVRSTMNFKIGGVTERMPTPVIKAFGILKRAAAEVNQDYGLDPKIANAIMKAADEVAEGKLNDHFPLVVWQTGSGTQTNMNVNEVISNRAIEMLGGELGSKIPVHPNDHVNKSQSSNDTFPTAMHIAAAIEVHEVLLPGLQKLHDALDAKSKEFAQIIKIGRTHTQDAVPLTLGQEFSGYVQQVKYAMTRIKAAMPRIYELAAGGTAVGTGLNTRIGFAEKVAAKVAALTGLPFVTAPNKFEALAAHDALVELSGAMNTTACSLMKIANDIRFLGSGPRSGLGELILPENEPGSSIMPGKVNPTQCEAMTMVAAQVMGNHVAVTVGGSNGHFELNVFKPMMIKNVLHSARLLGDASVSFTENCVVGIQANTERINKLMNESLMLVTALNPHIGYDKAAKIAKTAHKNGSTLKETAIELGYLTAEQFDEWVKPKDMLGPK
p53null 39C kill: qHTS Screen for Compounds that Selectively Target Cancer Cells with p53 Mutations: Cytotoxicity of p53 Null Cells at the Nonpermissive Temperature. 55,000 tested, 0.97% active. Potency, µM (series often up to 46.1 µM), for inactives: at the top dose activity, negative = cell killing, usual class: cytotoxic. H1299 p53-null (neo) cells, 39C, ATPlite viability, 24 h;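 also: potency is read from the fitted curve at half-maximal effect; 0% = DMSO only and -100% = full killing by 100 µM tamoxifen; nearly all actives have a fitted effect of over 50% in size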
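Cells seeded at 600/well, 37C overnight. Compound added (up to 46 uM), plates shifted to 39C for 24 hr. ATPlite added, luminescence read after 20 min at room temperature.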
* = called active by the depositor; u = inconclusive; x = no result given; [ ] = another dose, or the depositor's remark. Calls follow the shape of the dose curve; as a rule, active = well fitted curve in the direction sought with a large enough effect; inconclusive = small, poorly fitted or top-dose-only effect, or another doubt; inactive = no such curve, though single readings can be large; an effect the other way counts as inactive or inconclusive. A portion of the library; count on the stated rates, not on these rows.

SMILES	TSG101-PTAP inh	B2AR arrestin ag	GALK inhibitor	p53null 32C tox	NTMT1 inh	FH mod	p53null 39C kill
COc1cccc(C(=O)Nc2ccccc2-c2nnc(-c3ccc(C(C)(C)C)cc3)o2)c1	-8%	1%	6%	5%	6%	8%	-18%
CCn1c2ccccc2c2cc(NC(=O)COc3ccc(C)cc3C)ccc21	-7%	1%	-2%	-5%	-3%	-26%	-3%
CN(C)c1ccc(CNC(=O)CCn2cccn2)cc1	3%	1%	-10%	-6%	-2%	5%	-11%
COc1cccc(-c2noc(COc3ccccc3Cl)n2)c1	0%	-2%	-2%	-5%	16%	-20%	-9%
Cc1ccc(N(CC(=O)NCC(C)c2ccccc2)S(=O)(=O)N(C)C)cc1 (stereo unspecified)	1%	-3%	2%	-2%	u	0%	10%
Cc1nn2c(=O)cc(COC(=O)c3ccc(NC(=O)c4cccc(Br)c4)cc3)nc2s1	-3%	0%	3%	-6%	1%	-27%	-10%
CCCn1c2ccccc2c2cnn(CC(=O)N(Cc3ccccc3)C(C)C)c(=O)c21	1%	0%	4%	-16%	2%	-21%	-29%
O=C(Nc1ccc(F)c(Cl)c1)N1CCC2(CC1)Oc1ccccc1C(=O)N2Cc1ccccc1F	-5%	1%	4%	-2%	9%	u	2%
Cc1ccc(-c2nnc(SCc3cccc(C#N)c3)o2)cc1	0%	0%	2%	2%	u	0%	u
Cc1ccc(NC(=O)Cn2cc(S(=O)(=O)N3CCN(c4ccccc4F)CC3)c3ccccc3c2=O)cc1F	0%	1%	-7%	1%	5%	-25%	-3%
CC1=C(C(=O)Nc2ccc(C)cc2Cl)C2(CCCCC2)OC1=O	-10%	1%	0%	7%	5%	0%	16%
O=C(Nc1ccc(Cl)cc1)N1CCN(c2ccc3nnc(-c4ccccc4)n3n2)CC1	1%	-2%	5%	47%[activator]	0%	u	45%[activator]
CCCCN(C)CCNC(=O)C1CCCN(S(=O)(=O)c2ccc3c(c2)oc(=O)n3C)C1 (stereo unspecified)	-7%	0%	2%	-3%	-16%	-1%	-11%
O=C(CC1C(=O)N(c2ccc(F)cc2)C(=O)N1Cc1ccc2c(c1)OCO2)Nc1ccc(F)cc1 (stereo unspecified)	0%	1%	8%	1%	2%	5%	-22%
O=C(Cn1cc(C(=O)c2ccncc2)c(=O)c2cc(F)ccc21)Nc1ccc(Cl)cc1	-8%	-1%	3%	12%	-20%	-20%	-9%
COc1ccc(CC(=O)NC2CC(=O)N(c3ccc4c(c3)OCCO4)C2)cc1 (stereo unspecified)	-1%	-2%	2%	-7%	7%	1%	21%
O=C(NCCCN1CCN(c2ccc(F)cc2)CC1)Nc1ccccc1Cl	0%	0%	1%	-3%	-3%	2%	6%
Cc1cc(C)c(CN2C(=O)c3ccccc3S(=O)(=O)c3ccc(C(=O)OCC4CCCO4)cc32)c(C)c1 (stereo unspecified)	-2%	-1%	2%	5%	2%	-6%	2%
CCc1cccc(C)c1NC(=O)C(NS(=O)(=O)c1ccc2c(c1)CCC(=O)N2)c1ccccc1 (stereo unspecified)	5%	-2%	-1%	-3%	4%	-2%	-11%
Cc1c(C(=O)N2CCOCC2)oc2c1-c1nn(CC(=O)NCc3cccc(F)c3)cc1CC2	0%	0%	1%	3%	u	1%	-14%
O=C(CCCn1c(=O)[nH]c2ccccc2c1=O)N1CCN(c2ccccc2)CC1	0%	-3%	0%	-2%	-1%	-21%	13%
CC(=O)N1CCCc2cc(S(=O)(=O)N3CCC(C(=O)NCc4ccc(F)cc4)CC3)ccc21	-4%	-1%	0%	-4%	12%	-3%	16%
CC1CCN(S(=O)(=O)c2ccc3c(ccn3CC(=O)NCc3ccccc3F)c2)CC1	1%	0%	-4%	-5%	-6%	-22%	-2%
Cc1cccc(C(=O)Nc2ccc3nc(SCC(=O)N4CCc5ccccc54)sc3c2)c1	-5%	-3%	-9%	-6%	15%	-6%	16%
COc1ccc(CCNc2oc(COc3ccc(Cl)cc3)nc2C#N)cc1OC	-4%	-1%	2%	u	-1%	u	u
COc1ccccc1N(CC(=O)NCCSCc1ccccc1)S(C)(=O)=O	-6%	-2%	3%	0%	0%	-7%	50%[activator]
COc1cc(C2CC(=O)Nc3cc4c(cc32)OCO4)cc(OC)c1O (stereo unspecified)	-4%	-2%	2%	7%	u	-36%	-3%
COc1cccc(CNC(=O)c2c3c(nc4ccccc24)C(=O)N(C2CCCCC2)C3)c1	-16%	1%	3%	-2%	-8%	-12%	2%
Clc1ccc(-c2noc3ncnc(NCCCN4CCN(c5ccccc5)CC4)c23)cc1	-3%	-1%	0%	5%	-9%	-7%	-14%
Cn1nc(C(=O)N2CCN(c3ccccc3)CC2)c2c1-c1ccccc1SC2	-4%	-3%	u	17%	5%	2%	61%[activator]
Cc1ccc(NC(=O)c2ccc3snnc3c2)cc1C	-7%	-3%	-2%	-12%	14%	6%	u
Cn1ncc2c(NCc3ccccc3Cl)nc(NCCO)nc21	-8%	0%	2%	-2%	u	2%	-14%
Cc1ccccc1CSCCNC(=O)CN(c1ccccc1)S(=O)(=O)N(C)C	1%	1%	2%	-1%	15%	-8%	-5%
COc1ccc(C)cc1NC(=O)Cn1c(=O)n(Cc2nc(C)no2)c(=O)c2ccccc21	0%	-1%	u	5%	5%	-38%	5%
CCOC(=O)c1ccc(Nc2nc3ccccc3nc2NS(=O)(=O)c2ccc(Cl)cc2)cc1	-6%	0%	-1%	-20%	7%	-22%	-4%
O=C(CC1N=C2c3ccccc3N=C(SCc3ccccc3Cl)N2C1=O)NCc1cccs1 (stereo unspecified)	-8%	-1%	1%	30%	3%	-16%	-10%
O=C(Nc1nc(-c2ccc(Br)cc2)ns1)c1ccc(F)cc1	-1%	-3%	0%	-15%	-4%	-2%	-14%
CCOc1ccc(CCNC(=O)CCCn2nc(C)c3sc4ccccc4c3c2=O)cc1OCC	-1%	-4%	0%	u	6%	0%	-23%
CCc1ccccc1NC(=O)C(C)n1c(=O)cc(C)c2c(C)nn(-c3ccccc3)c21 (stereo unspecified)	1%	0%	-2%	-7%	-3%	-3%	21%
CCOC(=O)c1ccc(-n2c(CCC(=O)O)ccc2-c2ccc(Br)cc2)cc1	-9%	1%	u	9%	u	u	-12%

Record cards, as listed above. Order of screens: TSG101-PTAP inh, B2AR arrestin ag, GALK inhibitor, p53null 32C tox, NTMT1 inh, FH mod, p53null 39C kill
Profile of CCc1ccccc1NC(=O)C(C)n1c(=O)cc(C)c2c(C)nn(-c3ccccc3)c21 (stereo unspecified) → 1%, 0%, -2%, -7%, -3%, -3%, 21%
Profile of CC1CCN(S(=O)(=O)c2ccc3c(ccn3CC(=O)NCc3ccccc3F)c2)CC1 → 1%, 0%, -4%, -5%, -6%, -22%, -2%
Profile of Cn1ncc2c(NCc3ccccc3Cl)nc(NCCO)nc21 → -8%, 0%, 2%, -2%, u, 2%, -14%
Profile of COc1cc(C2CC(=O)Nc3cc4c(cc32)OCO4)cc(OC)c1O (stereo unspecified) → -4%, -2%, 2%, 7%, u, -36%, -3%
Profile of Clc1ccc(-c2noc3ncnc(NCCCN4CCN(c5ccccc5)CC4)c23)cc1 → -3%, -1%, 0%, 5%, -9%, -7%, -14%

More entries:
SMILES	TSG101-PTAP inh	B2AR arrestin ag	GALK inhibitor	p53null 32C tox	NTMT1 inh	FH mod	p53null 39C kill
Cc1cc(Nc2cccc(C(F)(F)F)c2)nc2ccc(NC(=O)c3cccc(Cl)c3)cc12	-8%	-1%	1%	-18%	-1%	-25%	13µM*
COc1ccc(NC(=O)c2cc3c(=O)n(Cc4ccco4)ccc3nc2C)cc1	-9%	-1%	-1%	9%	x	x	3%
CC(C)C(=O)N1c2nc(C(C)C)nn2C2(CCCCC2)[C@@H]2CCCC[C@@H]21	-3%	-5%	1%	-2%	24%	-5%	-6%
COc1cccc(C(=O)Nc2nnc(S(=O)(=O)N3CCOCC3)s2)c1	-2%	-1%	0%	4%	10%	-3%	22%
Cc1ccc(CNC(=O)CCc2c(C)c3ccc(O)c(C)c3oc2=O)cc1	-4%	1%	-8%	-4%	x	x	-9%
CCCCN1CCc2nc(Nc3ccc(OC)cc3OC)ncc2C1	-8%	0%	-1%	10%	9%	-1%	0%
CCOc1ccc(NC(=O)c2cnn3c2NC(c2ccccc2)=CC3c2cccc(OC)c2OC)cc1 (stereo unspecified)	2%	2%	3%	3%	28%	u	-16%
COc1ccc(C(=O)CN2CCN(S(=O)(=O)c3ccc(F)cc3)CC2)cc1	-4%	-1%	-1%	-16%	-5%	-22%	-21%
Cc1c(NC(=O)c2ccc(Cl)cc2)cc(C(C)C)c(O)c1S(=O)(=O)c1ccc(Cl)cc1	-13%	1%	0%	-8%	7%	-11%	-2%
COc1cc(Cl)c(C)cc1Nc1nc2ccccc2c2nnc(C)n12	10%	1%	0%	2%	4%	-14%	21%
COCCn1c(CNC(=O)c2cc([N+](=O)[O-])ccc2Cl)nc2cccnc21	-9%	0%	2%	-1%	6%	5%	15%
Cc1[nH]c2ccccc2c1C1(O)C(=O)N(Cc2ccccc2Cl)c2ccccc21 (stereo unspecified)	-8%	0%	7%	-17%	0%	u	u
COc1ccc(-c2nc(Cn3c(SCc4cccc(Cl)c4)nc4ccncc43)c(C)o2)cc1	-1%	-3%	3%	-14%	u	-16%	u
CCS(=O)(=O)N1CCC2(CC1)OC(=O)C(C)=C2C(=O)NCc1ccccc1C	-1%	0%	-2%	-6%	-2%	10%	-23%
O=C(CSc1nc2c([nH]c3ccccc32)c(=O)n1-c1ccccc1)N1CCCCC1	0%	0%	3%	1%	u	6%	-16%
Cc1cccc(NC(=O)CSc2nc(-c3ccccc3)cn2-c2ccccc2)c1C	-3%	-2%	2%	18%	-4%	-21%	-2%
CC1Cc2cc(S(=O)(=O)N(C)c3ccc(Br)cc3)ccc2N1C(=O)C1CC1 (stereo unspecified)	8%	2%	5%	2%	10%	u	23%
Cc1cc2c(cc3c(SCc4nc(-c5ccccc5)oc4C)nnc(C)n32)o1	0%	0%	0%	0%	-12%	-6%	-20%
COc1ccc(NC(=O)c2sc3nc(C)c(C(=O)Nc4ccc(C)cc4C)c(-c4sccc4C)c3c2N)cc1	-3%	-2%	-8%	4%	14%	-24%	7%
